# FEN1 inh = inhibitors of human flap endonuclease 1. P39748. Recombinant FEN1 flap cleavage, fluorescence, 15 min. Potency, µM (series often up to 114 µM), inactives show at the top dose activity change, negative = inhibition, usual class: inhibitors. 390,000 tested, 0.35% active. AID 588795; note: nearly all actives have a fitted effect of over 65% in size
# Target sequence (P39748 whole entry, looked up): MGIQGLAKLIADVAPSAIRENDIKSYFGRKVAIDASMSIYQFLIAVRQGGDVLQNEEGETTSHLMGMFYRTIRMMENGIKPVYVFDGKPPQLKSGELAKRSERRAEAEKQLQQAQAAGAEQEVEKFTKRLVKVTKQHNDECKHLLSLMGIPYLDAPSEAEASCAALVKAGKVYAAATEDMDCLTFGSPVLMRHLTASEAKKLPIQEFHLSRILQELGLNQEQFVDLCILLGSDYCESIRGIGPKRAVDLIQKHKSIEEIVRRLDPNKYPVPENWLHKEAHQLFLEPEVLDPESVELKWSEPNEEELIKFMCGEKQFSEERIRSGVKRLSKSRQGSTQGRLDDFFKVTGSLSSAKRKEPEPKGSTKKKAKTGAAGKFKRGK
#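 With each library titrated from low to high concentration, compounds met 10 nM FEN1 for 15 min at room temperature before 50 nM substrate was added; readings at 0 and 15 min fed four-parameter Hill curve fits.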
# TDP1 cell CPT = growth inhibition of DT40 Tdp1-/-;hTDP1 cells with camptothecin (screen for TDP1 inhibitors). chicken DT40 Tdp1-/-;hTDP1 cells + 20 nM CPT, ATP luminescence, 48 h. 420,000 tested, 12% active. Potency, µM (top dose mostly 46.2 µM), without a hit: at the highest dose activity change, negative = growth inhibition, hits mostly inhibitors; note: nearly all actives have a fitted effect of over 55% in size
#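 Chicken DT40 Tdp1-/- cells stably complemented with human TDP1 were seeded at 400 cells/well in medium containing 20 nM camptothecin, exposed to pin-transferred compounds, and grown at 37 °C for at least 48 hr. Viability was read as ATP luminescence.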
# N370S GC = N370S glucocerebrosidase modulation, Gaucher chaperone candidate; AID 2101; 330,000 tested, 0.092% active; N370S GC spleen homogenate, 4MU-glucoside fluorescence; Potency, µM (titrated, usually from 59.4 µM), without a hit: at the top dose activity change, negative = inhibition, actives largely listed as inhibitors;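 note: 0% = full enzyme activity and -100% = no enzyme basal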
# Active calls of the source: *; ? = inconclusive; · = no result given; & = joins results of further samples; [ ] = another dose, or the depositor's remark. Calls come from the whole dose curve; as a rule, active = well fitted curve in the direction sought with a large enough effect; inconclusive = small, poorly fitted or top-dose-only effect, or another doubt; inactive = no such curve, though single readings can be large; an effect the other way counts as inactive or inconclusive. Unless noted, % is set by controls: 0 for no effect and ±100 for the full control effect; potency is the fitted concentration of half-maximal effect. An excerpt; the hit share may differ from the screen's.
SMILES,FEN1 inh,TDP1 cell CPT,N370S GC
CCOCCCNC(=O)c1ccccc1Br,-1%,-1%,5%
CCN(CC)S(=O)(=O)c1ccc(OC)c(NC(=O)CSc2ccccc2)c1,-9%,-30%,8%
CCOC(=O)CCCNC(=O)CCNC(=O)c1ccc(OCC(C)C)cc1,-2%,7%,-5%
COc1ccc(N2C(=O)C(CC(=O)Nc3ccccc3)N(CCc3ccc(OC)c(OC)c3)C2=O)cc1 (stereo unspecified),-4%,-15%,7%
Cn1cccc1CC(=O)N/N=C/c1cc([N+](=O)[O-])ccc1Cl,6%,16%,8%
O=C(NCc1ccc2c(c1)OCO2)C1CCCN1C(=O)Nc1ccccc1 (stereo unspecified),8%,-12%,-5%
CC(=O)Oc1ccc2oc3c(c2c1)C(=O)CCC3,-1%,7%,1%
COCCn1c(SCC(=O)c2ccc(OC)cc2)nc2cc(C(=O)NC3CCCC3)ccc2c1=O,6%,3%,·
O=C(COc1ccc(Cl)cc1Cl)NC(=O)N1CCOCC1,-11%,-1%,6%
Cc1ccc(Cl)cc1NC(=O)C1CCCN(S(C)(=O)=O)C1 (stereo unspecified),-4%,8%,0%
Cc1onc(-c2ccccc2)c1NC(=O)Nc1c(-c2ccccc2)noc1C,-5%,4%,-2%
O=C(Nc1ccc(N2CCCC2)cc1)c1cc([N+](=O)[O-])ccc1N1CCOCC1,-1%,?,-17%
Cc1ccc(/C(O)=C2/C(=O)C(=O)N(CCN3CCOCC3)C2c2cccnc2)cc1 (stereo unspecified),-2%,-9%,?
O=C(CCNC(=O)OCc1ccccc1)NC1CCCCCC1,-5%,-8%,23%
COc1ccc(CNc2ncnc3ccc(-c4c(C)noc4C)cc23)c(OC)c1,·,-7%,-13%
CC(OC(=O)c1ccc(C#N)cc1)C(=O)Nc1ccc(Cl)cn1 (stereo unspecified),-4%,-14%,-17%
Cc1ccc(C(=O)CCCn2nnc(-c3cccnc3)n2)cc1C,2%,-26%,8%
O=C(COc1ccc(F)cc1)N1CCC(Cc2ccccc2)CC1,-20%,?,-4%
COc1ccc(/C=N/NC(=O)c2nc(-c3ccccc3)cc(-c3ccccc3)n2)cc1O,?,13µM*,?
CCOC(=O)c1ccc(NS(=O)C23CC4CC(CC(C4)C2)C3)cc1 (stereo unspecified),8%,?,3%
COc1ccc(N2CCc3c(C)nc(SC)nc32)cc1,-7%,3%,19%
CCCCCCCC(=O)NC(Nc1ccccc1OC)C(Cl)(Cl)Cl (stereo unspecified),-2%,?,-6%
Cc1cc2c(c(C)c1Cl)C(c1ccc3c(c1)OCO3)CC(O)(c1ccccc1)O2 (stereo unspecified),-6%,·,2%
CCOc1cc(C#N)ccc1OCC(=O)N1CCN(C(=O)c2cccs2)CC1,0%,-11%,·
COc1ccc(CCN2CC(C(=O)NCCc3cccc(F)c3)CCC2=O)cc1 (stereo unspecified),13%,-6%,2%
CCN(CC)C(=O)c1ccc(-c2nnc(Nc3ccc(O)cc3)c3ccccc23)cc1,-7%,-109%,-24%
CN(C(=O)OCc1ccccc1)C(CC(N)=O)C(=O)O (stereo unspecified),-1%,-3%,3%
Cc1c(C(=O)N2CCC(C)CC2)sc2ncnc(N3CCN(c4ccccc4)CC3)c12,-2%,-5%,-18%
C[C@@H](C(=O)NCCc1c[nH]c2ccccc12)[C@H]1C[C@]1(C)[C@H](NC(=O)OCc1ccccc1)c1ccccc1,6%,6.5µM*,5%&-3%
CCOC(=O)/C(C#N)=N/Nc1ccccc1C(=O)O,-2%,-6%,-6%
O=C(CN1CCC(C(=O)c2ccc(F)cc2)CC1)NCc1ccccc1F,11%,?,-2%
COc1ccc(OCC(=O)NC2CCSc3ccccc32)cc1 (stereo unspecified),3%,-21%,·
COc1ccc(-c2nnc(SCC(=O)NNC(=O)Cc3ccccc3)n2C)cc1OC,1%,?,3%
COc1ccc(C(C)(C)C)cc1NC(=O)COC(=O)CN1C(=O)NC2(CCCCC2C)C1=O (stereo unspecified),1%,0%,·
CCCCN=c1scc(-c2ccc3c(c2)NC(=O)CO3)n1N=C1CCCC1,-25%,13µM*,-7%
Cc1ccc(-n2nnnc2CNC(=O)c2ccc3c(c2)OCO3)cc1C,4%,-7%,1%
COCCCNC(=S)NNC(=O)C(O)(c1ccccc1)c1ccccc1,-2%,3%,-12%
Cc1cc(C)c(NC(=O)CSc2nc3ccccc3nc2N2CCCCC2)c(C)c1,?,7.3µM*,·
Cc1cccc(CC(=O)Nc2sc(C(C)C)cc2C(=O)N2CCOCC2)c1,0%,-3%,2%
CCCCn1c(=O)[nH]c(=O)c2c1nc(-c1cc(Br)c(OCC)c(OC)c1)n2C,5%,?,-1%

# A second format for some results above.
O=C(CN1CCC(C(=O)c2ccc(F)cc2)CC1)NCc1ccccc1F
  FEN1 inh = 11%
  TDP1 cell CPT = ?
  N370S GC = -2%

COc1ccc(OCC(=O)NC2CCSc3ccccc32)cc1 (stereo unspecified)
  FEN1 inh = 3%
  TDP1 cell CPT = -21%
  N370S GC = ·

COc1ccc(-c2nnc(SCC(=O)NNC(=O)Cc3ccccc3)n2C)cc1OC
  FEN1 inh = 1%
  TDP1 cell CPT = ?
  N370S GC = 3%

# Next part.
SMILES,FEN1 inh,TDP1 cell CPT,N370S GC
O=C(CSC1=NC(=O)C(Cc2ccccc2)C(=O)N1)NC1CCCCC1 (stereo unspecified),7%,-9%,-3%
O=C(O)CSCC(=O)N1CCN(c2nc3cc(Cl)ccc3s2)CC1,-8%,0%,-6%
O=C(CSc1nnc(CNC(=O)c2ccccc2)o1)c1ccccc1,1%,-13%,0%
CCc1ccc(NC(=O)CSc2nc3ncc(Br)cc3[nH]2)cc1,-8%,-29%,28%
Cc1c(C(=O)N2CCOCC2)oc2c1-c1nn(CC(=O)NCc3ccccc3)cc1CC2,-4%,?,·
CCOC(=O)C1=C(C)N=c2s/c(=C\c3ccc(C(=O)O)cc3)c(=O)n2C1c1ccc(OC)cc1OC (stereo unspecified),-32%,?,·
O=C1C2C3C=CC(O3)C2C(=O)N1N=Cc1cccc2ccccc12 (stereo unspecified),-6%,9%,·
COCCNC(=O)CCn1c(=O)c2cc(OC)c(OC)cc2n(CC(=O)Nc2ccccc2OC)c1=O,17%,-3%,·
COc1ccc(O)c(C(=O)c2cnn(C(=O)c3cccc(S(=O)(=O)N(C)C)c3)c2)c1,8%,-5%,·
CC(C)C(=O)Nc1nc2c(s1)CC(C(C)(C)C)CC2 (stereo unspecified),1%,?,·
Cc1ccc(CSc2ncn(-c3ccccc3)n2)cc1,-5%,-14%,·
O=C(NCCCc1nc2ccccc2n1CCOc1ccccc1)C1CCCCC1,-2%,-28%,·
CC(Oc1ccccc1)C(=O)N1CCC2(CC1)CC(=O)c1ccccc1O2 (stereo unspecified),-2%,?,0%
CC(=O)NC1CCCc2c1cnn2-c1ccc(C(C)(C)C)cc1 (stereo unspecified),1%,?,-1%
Cc1cc(NC(=O)C2CCCCC2)ccc1NC(=O)c1ccccc1Cl,6%,-3%,2%
O=C(CSc1ccccc1)NCC1(N2CCCCC2)CCCCC1,17%,?,-13%
Cc1ccc(-c2nnn(CC(=O)N(CC3CCCO3)C(C(=O)NC3CCCC3)c3ccc(F)cc3)n2)o1 (stereo unspecified),0%,-4%,24%
O=C(NC1CCCCCC1)c1ccc(Br)o1,10%,3%,2%
O=C(c1cc(COc2ccc(F)cc2F)on1)N1CCOCC1,-4%,8%,0%
CCCC1(CCC)NC(=O)NC1=O,1%,-4%,-8%

# Of the compounds above, four have a COOH group:
SMILES,FEN1 inh,TDP1 cell CPT,N370S GC
CN(C(=O)OCc1ccccc1)C(CC(N)=O)C(=O)O (stereo unspecified),-1%,-3%,3%
CCOC(=O)/C(C#N)=N/Nc1ccccc1C(=O)O,-2%,-6%,-6%
O=C(O)CSCC(=O)N1CCN(c2nc3cc(Cl)ccc3s2)CC1,-8%,0%,-6%
CCOC(=O)C1=C(C)N=c2s/c(=C\c3ccc(C(=O)O)cc3)c(=O)n2C1c1ccc(OC)cc1OC (stereo unspecified),-32%,?,·

# Next section
SMILES,FEN1 inh,TDP1 cell CPT,N370S GC
O=c1c(N2CCOCC2)coc2ccccc12,48%[activator],-3%,-6%
COc1ccc(N(Cc2ccccc2)C(=O)OC(C)(C)C)c(C(=O)N(C)OC)c1,-5%,?,·
CC(C)c1ccc(NC(=O)N2CCOCC2)cc1,0%,-7%,-7%
CCOC(=O)Cc1nnc(NC(=O)C2CCCCC2)s1,-14%,-11%,29%
O=[N+]([O-])c1ccc2c(c1)nc1n2CCN(C2CCCCC2)C1,-8%,-23%,-7%
CCOCCCNS(=O)(=O)c1ccc(Br)cc1,-1%,-7%,1%
CCCn1c(=S)[nH]c2cc(OC)c(OC)cc2c1=O,-10%,-3%,6%
O=C(CNS(=O)(=O)c1ccccc1)Nc1ccc(F)cc1F,12%,-20%,1%
O=C1NC(c2ccccc2Br)=N/C1=C\c1ccco1,-10%,?,-16%
CC(Cc1ccccc1)N/C=C1/CC(=O)NC1=O (stereo unspecified),-18%,5%,0%
CCCCOc1ccc(C(=O)Oc2ccc(C)nc2)cc1,-6%,-23%,10%
CCCc1ccc(Oc2cc(N3CCOCC3)nc(-c3ccccc3)n2)cc1,-2%,29µM*,·
CS(=O)(=O)N(CC(=O)N1CCC(C(N)=O)CC1)c1ccc(Oc2ccccc2)cc1,7%,-19%,2%
Cc1cc(C)n2nc(C(=O)Nc3c(C)nn(Cc4ccc(F)cc4)c3C)cc2n1,18%,-18%,11%
COC(=O)c1ccc(-c2ccc(/C=N/NC(=O)CC3(C)OCCCO3)o2)cc1,10%,-10%,?
COc1ccc2c(c1)c1c(c(=O)n(-c3cccc(C)c3)c(=O)n1CC(=O)Nc1c(C)cc(C)cc1C)n2C,35%,5%,·
N/C(=N\OC(=O)c1ccc(Cl)cc1[N+](=O)[O-])c1cccnc1,11%,?,-2%
COC(=O)C1=C(NC(=O)COc2ccc(Cl)cc2Cl)CCS1,-2%,-18%,0%
CC(C)(C)NC(=S)NNC(=O)c1cccc(Br)c1,-3%,5.8µM*,3%
Cc1ccccc1-n1c(Cc2cccs2)n[nH]c1=S,2%,-9%,4%[12.8 µM]
COc1ccc(/C=N/Nc2nc(C)cc(=O)[nH]2)cc1OC,-11%,-12%,-3%
O=C(CSc1nc2ccccc2[nH]1)Nc1nc(-c2cccc(Br)c2)cs1,-8%,2%,?
CC(=O)c1c(-c2ccccc2)c2cc([N+](=O)[O-])ccc2[nH]c1=O,-2%,?,-11%
O=C(Nc1ccccc1C(F)(F)F)c1ccc(CN2CCC(Cc3ccccc3)CC2)cc1,-5%,18µM*,-1%
COc1ccc(-n2nc([N+](=O)[O-])c(=NCc3ccco3)n2O)cc1,-24%,7%,5%
Cc1ccccc1CN1C(=O)C2(c3ccccc31)N(c1ccccc1)C(=O)CS2(=O)=O (stereo unspecified),0%,-22%,·
O=C(NCc1ccco1)C1CCCCC1,-16%,0%,1%
O=C(CCNc1ccccc1)c1cccc([N+](=O)[O-])c1,-2%,18µM*,1%
C/C(=N\N)c1c(-c2ccccc2)c2cc(C)ccc2[nH]c1=O,-15%,-13%,8%
COc1cc(CN2CCNC(=O)C2CC(=O)N(C)Cc2ncc[nH]2)cc(OC)c1 (stereo unspecified),0%,19%,16%
Cc1cc(C)cc(OCCNS(=O)(=O)c2cccs2)c1,-16%,7%,2%
CC(C)(C)OC(=O)N1CCC(C(=O)NCC2CCCO2)CC1 (stereo unspecified),6%,5%,5%
CCOC(=O)c1ccc(Oc2nc(NC(C)(C)C)nc(N(C)C)n2)cc1,-21%,13µM*,2%
CCCn1c(=N)n(CC(O)COc2ccccc2OC)c2ccccc21 (stereo unspecified),-8%,12µM*,·
COc1ccc(C(=O)Nc2cccc(S(C)(=O)=O)c2)cc1,-2%,?,-7%
Cc1ccc(C(=O)CCC2CCCC2=O)cc1 (stereo unspecified),6%,-9%,9%
Cc1ccccc1OCc1nc(-c2cccnc2)no1,3%,24%,0%
CC1CCc2[nH]c3ccc(C(=O)N(C)CC(=O)Nc4ccccc4Cl)cc3c2C1 (stereo unspecified),-18%,?,2%
O=C1NC(c2cccs2)Nc2ccccc21 (stereo unspecified),-2%,5.2µM*,·
CSC1=NCCN1C(=O)c1ccc(Br)o1,-14%,6%,-2%
Cc1ccc(CNc2ccc(-c3nc(-c4ccccn4)no3)cc2[N+](=O)[O-])cc1,7%,?,·
COCCCN(C(=S)Nc1ccc(C)cc1Cl)C(C)c1ccncc1 (stereo unspecified),28%,-5%,2%
O=C(Cn1[nH]c(=O)c2ccccc2c1=O)OCC(=O)N1CCCc2ccccc21,-12%,-4%,7%

# Already shown: an excerpt of the list.
SMILES,FEN1 inh,TDP1 cell CPT,N370S GC
O=C(CCNc1ccccc1)c1cccc([N+](=O)[O-])c1,-2%,18µM*,1%
C/C(=N\N)c1c(-c2ccccc2)c2cc(C)ccc2[nH]c1=O,-15%,-13%,8%
COc1cc(CN2CCNC(=O)C2CC(=O)N(C)Cc2ncc[nH]2)cc(OC)c1 (stereo unspecified),0%,19%,16%

# Assay outcomes from PubChem BioAssay.
